Source: PubChem BioAssay
HCV core inhibition: blockers of core106 self-association – biochemical, TR-FRET, triplicate, confirmation (AID 2152). inhibition, % at 5 µM. 2,300 tested, 1% active. TR-FRET GST-/Flag-core106 dimerization, HTRF; active compounds read high;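 active = mean inhibition over three replicate wells above the hit threshold derived in the earlier primary screen, cut at about 45% in these data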;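 note: 0% = DMSO wells and 100% = unlabelled core106 competitor control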
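Material: GST- and Flag-tagged HCV core106 peptides, dimerization via antibody TR-FRET. Medium: HEPES/KF buffer, pH 7.45. Doses: one 5 µM dose, 0.5% DMSO. Times: 4 h incubation, 22.5 °C. Detection: TR-FRET, excitation 340 nm, emission 671 and 617 nm. Measure: percent inhibition from emission ratio. Controls: unlabelled core106 and DMSO wells.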
An asterisk follows results filed as active.

SMILES	HCV core inhibition
CCN1C(=O)/C(=C/c2ccc3c(c2)CCN3CCCCl)C(=O)NC1=S	15
C=CCN1C(=O)NC(=O)/C(=C/c2cc3c4c(c2)CCCN4CCC3)C1=O	20
O=C1NC(=O)N(Cc2ccccc2)C(=O)/C1=C/c1cnn(-c2ccccc2)c1	-3
CN(C)[C@@H]1C(=O)C(C(N)=O)=C(O)[C@@]2(O)C(=O)C3=C(O)c4c(O)cccc4[C@@](C)(O)[C@H]3[C@H](O)[C@@H]12	1
O=c1[nH]c(=S)n(Cc2ccco2)c(O)c1C=NCc1cccs1	1
CC(C)C[C@H]1C(=O)N2CCCC2[C@]2(O)O[C@](NC(=O)[C@@H]3C=C4c5cccc6[nH]cc(c56)CC4N(C)C3)(C(C)C)C(=O)N12 (stereo not given in full)	4

3 compounds from above, sorted by molecular weight, lowest first.
SMILES	HCV core inhibition
O=C1NC(=O)N(Cc2ccccc2)C(=O)/C1=C/c1cnn(-c2ccccc2)c1	-3
CCN1C(=O)/C(=C/c2ccc3c(c2)CCN3CCCCl)C(=O)NC1=S	15
CC(C)C[C@H]1C(=O)N2CCCC2[C@]2(O)O[C@](NC(=O)[C@@H]3C=C4c5cccc6[nH]cc(c56)CC4N(C)C3)(C(C)C)C(=O)N12 (stereo not given in full)	4

Not all compounds are listed (hit frequency here may not be typical).
